From PubChem
Hsp90 block = displaces geldanamycin probe from tumor Hsp90; 64,000 compounds, 0.35% hits; AID 429; NCI-N417 lysate Hsp90, Cy3B-geldanamycin FP displacement; inhibition, % at 30 µM;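 active = inhibition above 50%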;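 also: 0% = tracer plus lysate wells and 100% = tracer alone without lysate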
Cdc25B inh = inhibitors of human Cdc25B phosphatase. P30305. recombinant Cdc25B, OMFP fluorescence Ex485/Em525. inhibition, %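 (compounds tested at 10 µM final in the well)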. 65,000 compounds, 0.1% hits. AID 368; in the data active = inhibition above about 50%
HER2 expr 66K = inhibitors of human Her2 kinase expression; P04626; SKBR-3 HER2 protein level, AlphaScreen, 18-24 h; active compounds read low; HER2 level % of control, % at 10 µM; 65,000 compounds, 0.69% hits; AID 645;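 active = HER2 level under 5% of the carrier-only control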;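 also: 100% = DMSO carrier and 0% = 500 nM PU-H71 HSP90 inhibitor; lower value means stronger loss of Her2 protein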
Target sequence (P04626 whole entry, looked up): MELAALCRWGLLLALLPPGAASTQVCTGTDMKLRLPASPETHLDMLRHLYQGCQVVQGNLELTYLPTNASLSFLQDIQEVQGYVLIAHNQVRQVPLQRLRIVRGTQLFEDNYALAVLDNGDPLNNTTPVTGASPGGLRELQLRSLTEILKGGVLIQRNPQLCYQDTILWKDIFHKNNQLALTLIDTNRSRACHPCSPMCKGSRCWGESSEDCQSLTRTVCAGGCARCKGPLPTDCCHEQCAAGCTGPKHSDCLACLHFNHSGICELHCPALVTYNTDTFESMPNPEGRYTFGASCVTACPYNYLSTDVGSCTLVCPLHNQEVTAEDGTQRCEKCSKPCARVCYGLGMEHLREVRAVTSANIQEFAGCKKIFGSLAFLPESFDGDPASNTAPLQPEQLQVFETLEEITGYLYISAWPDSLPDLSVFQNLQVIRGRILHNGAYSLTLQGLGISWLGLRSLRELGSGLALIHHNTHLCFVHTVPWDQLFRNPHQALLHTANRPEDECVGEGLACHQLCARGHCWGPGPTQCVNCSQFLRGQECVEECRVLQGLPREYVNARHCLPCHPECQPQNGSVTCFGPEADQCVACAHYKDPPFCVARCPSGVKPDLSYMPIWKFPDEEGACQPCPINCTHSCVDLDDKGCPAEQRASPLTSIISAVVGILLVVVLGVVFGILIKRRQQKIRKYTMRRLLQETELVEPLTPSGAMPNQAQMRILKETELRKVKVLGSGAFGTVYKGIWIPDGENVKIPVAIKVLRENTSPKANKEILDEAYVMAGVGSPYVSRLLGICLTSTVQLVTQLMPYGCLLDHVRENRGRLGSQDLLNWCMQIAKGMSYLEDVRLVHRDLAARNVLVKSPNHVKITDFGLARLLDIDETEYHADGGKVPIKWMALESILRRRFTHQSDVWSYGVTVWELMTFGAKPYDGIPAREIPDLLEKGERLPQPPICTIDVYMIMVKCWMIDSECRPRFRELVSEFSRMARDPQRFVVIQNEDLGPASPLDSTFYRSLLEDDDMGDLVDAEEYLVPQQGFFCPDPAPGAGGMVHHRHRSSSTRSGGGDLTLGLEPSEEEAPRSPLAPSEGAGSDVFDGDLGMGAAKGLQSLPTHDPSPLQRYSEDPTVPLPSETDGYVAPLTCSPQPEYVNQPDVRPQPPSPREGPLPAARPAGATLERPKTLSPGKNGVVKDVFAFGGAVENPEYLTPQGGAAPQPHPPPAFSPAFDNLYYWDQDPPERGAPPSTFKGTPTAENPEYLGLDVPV
DUSP1 inh = blocks human MKP-1 phosphatase activity; recombinant MKP-1, OMFP hydrolysis fluorescence; AID 374; 65,000 compounds, 0.15% hits; inhibition, %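 (compounds tested at a single concentration somewhere between 10 and 100 µM)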; P28562;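 active = inhibition above about 50%, limit read from the data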;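 also: 0% = DMSO max control wells and 100% = wells with enzyme stopped by NaOH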
ROCK2 inh = blocks human Rho kinase 2 activity; purified ROCK2, Kinase-Glo ATP depletion luminescence; inhibition, % at 6 µM; 60,000 compounds, 0.35% hits; O75116;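 active = inhibition above the screen-wide mean inhibition plus 3 SD, cut at about 18% in these data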;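 also: plate controls were DMSO wells for no effect and Y-27632 control wells after no-enzyme background subtraction for full effect; many of its hits are not listed in these tables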
PKA inh = blocks human protein kinase A activity. 65,000 compounds, 0.1% hits. P17612. PKA Kemptide phosphorylation, Kinase-Glo ATP luminescence. inhibition, % at 6 µM;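 active = inhibition above the screen-wide mean inhibition plus 3 SD, cut at about 21% in these data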; also: many of its hits are not listed in these tables
Abs 340nm = absorbance at 340 nm | compound absorbance at 340 nm, fold over control | fold change at 10 µM | 65,000 tested, under 10 active | AID 708;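 active = at 10 µM dose, initial 340 nm absorbance at least 2 fold that of control wells; inactive = change under 2 fold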;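 also: initial absorbance extrapolated from kinetic A340 decline of NADH oxidation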
JNK3 blocker = inhibitors of human JNK3 kinase. P53779. purified JNK3 kinase activity, HTS. 60,000 compounds, 0.61% hits. inhibition, % at 8 µM; in the data active = inhibition above about 17%;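 also: 0% = DMSO and 100% = reference inhibitor; many of its hits are not listed in these tables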
Autofluor 339 = intrinsic fluorescence of library compounds, ex339/em460 – biochemical, MLSMR library, data from DPM-DC assay, artefact control, profiling panel. compound autofluorescence, ex339/em460 nm, NADH buffer; active compounds read high; 1 = no-compound wells, NADH background. fluorescence fold increase at 10 µM. 65,000 compounds, 5.5% hits;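 active = at 10 µM, mean starting fluorescence two-fold or more over control wells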;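 also: signal is the first read of a kinetic run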
The depositor's hits bear a star. The list is partial, so the mix of outcomes need not match the whole.

`CCc1cc(=O)oc2cc(C)cc(OC(=O)c3ccco3)c12` gave Hsp90 block -3, Cdc25B inh -13, HER2 expr 66K 110, DUSP1 inh 4, ROCK2 inh 8, PKA inh 10, Abs 340nm 1.1, JNK3 blocker 20* and Autofluor 339 1.1.
`Cc1cccc2cc(CN(CC3CCCO3)C(=O)c3ccco3)c(=O)[nH]c12` (stereo not drawn) gave Hsp90 block -8, Cdc25B inh 2, HER2 expr 66K 129, DUSP1 inh -17, ROCK2 inh 6, PKA inh 12, Abs 340nm 1, JNK3 blocker 6 and Autofluor 339 1.2.
Screening COC(=O)COc1ccc(S(=O)(=O)NCCC2=CCCCC2)cc1C returned Hsp90 block -8, Cdc25B inh -3, HER2 expr 66K 66, DUSP1 inh -1, ROCK2 inh 4, PKA inh 1, Abs 340nm 1, JNK3 blocker -7 and Autofluor 339 1.1.
`COc1ccc(CNC(=O)C2CCCN2C(=O)NC2CCCCC2)cc1` (stereo not drawn) gave Hsp90 block 3, Cdc25B inh -7, HER2 expr 66K 83, DUSP1 inh -11, ROCK2 inh 3, PKA inh 9, Abs 340nm 1, JNK3 blocker -2 and Autofluor 339 1.
COC(=O)CCC(=O)Nc1ccc(Cl)c(Cl)c1 was read as Hsp90 block -6, Cdc25B inh 2, HER2 expr 66K 111, DUSP1 inh -15, ROCK2 inh 7, PKA inh 11, Abs 340nm 1, JNK3 blocker 5 and Autofluor 339 1.1.
For COc1ccc(N=C(C)C2=C(O)COC2=O)cc1 the results were Hsp90 block -2, Cdc25B inh -9, HER2 expr 66K 108, DUSP1 inh 1, ROCK2 inh 6, PKA inh 8, Abs 340nm 1.1, JNK3 blocker -6 and Autofluor 339 1.
For Cc1ccc(C(=O)Nc2ccc3c(c2)OCO3)cc1S(=O)(=O)N1CCCCC1 the results were Hsp90 block 4, Cdc25B inh -10, HER2 expr 66K 78, DUSP1 inh -1, ROCK2 inh 7, PKA inh 7, Abs 340nm 1, JNK3 blocker 3 and Autofluor 339 1.1.
CC/C(=C1/C(=O)CC(C)(C)C(C(=O)OC)C1=O)N1CCCC1 (stereo not drawn) was read as Hsp90 block -6, Cdc25B inh 0, HER2 expr 66K 187, DUSP1 inh -9, ROCK2 inh 5, PKA inh 4, Abs 340nm 0.99, JNK3 blocker 0 and Autofluor 339 1.1.
COc1ccc(C2CC(=O)C(C=NCCCN3CCOCC3)=C(O)C2)cc1 (stereo not drawn) was read as Hsp90 block -9, Cdc25B inh -15, HER2 expr 66K 84, DUSP1 inh -7, ROCK2 inh 5, PKA inh 7, Abs 340nm 1.1, JNK3 blocker 3 and Autofluor 339 1.1.
`CC1CN(S(=O)(=O)c2cccc(-c3cn4ccccc4n3)c2)CC(C)O1` (stereo not drawn) gave Hsp90 block -7, Cdc25B inh -4, HER2 expr 66K 79, DUSP1 inh -5, ROCK2 inh 2, PKA inh 6, Abs 340nm 1, JNK3 blocker -4 and Autofluor 339 1.5.
`CC1(C)N=C(N)N=C(N)N1c1ccc(F)cc1F` gave Hsp90 block 0, Cdc25B inh -2, HER2 expr 66K 120, DUSP1 inh -7, ROCK2 inh 9, PKA inh 7, Abs 340nm 1, JNK3 blocker 2 and Autofluor 339 1.
For Cc1cc(C(C)(C)C)cc(S(=O)(=O)NCCO)c1C the results were Hsp90 block -14, Cdc25B inh -8, HER2 expr 66K 96, DUSP1 inh 29, ROCK2 inh 0, PKA inh 6, Abs 340nm 1, JNK3 blocker -4 and Autofluor 339 1.1.
CCN(CC)S(=O)(=O)c1ccc(/C(O)=C(\C#N)c2nc3ccccc3n2C)cc1 was read as Hsp90 block 0, Cdc25B inh -13, HER2 expr 66K 35, DUSP1 inh 21, ROCK2 inh 2, PKA inh -4, Abs 340nm 1.1, JNK3 blocker 4 and Autofluor 339 0.91.
For COc1cccc(N2C(=O)CC(c3c[nH]c4ccccc34)C2=O)c1 (stereo not drawn) the results were Hsp90 block -19, Cdc25B inh -2, HER2 expr 66K 99, DUSP1 inh 7, ROCK2 inh 2, PKA inh 6, Abs 340nm 1, JNK3 blocker -4 and Autofluor 339 1.1.
Screening COC(=O)c1ccc(C(=O)OC)c(NC(=O)COC(=O)C23CC4CC(CC(O)(C4)C2)C3)c1 returned Hsp90 block 2, Cdc25B inh -20, HER2 expr 66K 106, DUSP1 inh 34, ROCK2 inh 1, PKA inh 3, Abs 340nm 0.96, JNK3 blocker 6 and Autofluor 339 1.5.
Screening O=C(Nn1cnnc1)c1cc2c(s1)CCCCC2 returned Hsp90 block -13, Cdc25B inh -10, HER2 expr 66K 73, DUSP1 inh 7, ROCK2 inh 2, PKA inh 1, Abs 340nm 1, JNK3 blocker 3 and Autofluor 339 1.
Screening COc1cccc(C2(O)CCN(C(=O)c3cccs3)CC2)c1 returned Cdc25B inh -7, HER2 expr 66K 102, DUSP1 inh 7, PKA inh 6, Abs 340nm 1 and Autofluor 339 1.1.
`c1ccc(-c2nnc(OCCN3CCOCC3)c3ccccc23)cc1` gave Hsp90 block -4, Cdc25B inh 6, HER2 expr 66K 136, DUSP1 inh -3, ROCK2 inh 9, PKA inh 6, Abs 340nm 1, JNK3 blocker 3 and Autofluor 339 1.
Screening Cc1cccc2cc(COC(=O)C3CCCCC3)c(=O)[nH]c12 returned Hsp90 block -4, Cdc25B inh 0, HER2 expr 66K 61, DUSP1 inh 19, ROCK2 inh 2, PKA inh 2, Abs 340nm 1.1, JNK3 blocker -9 and Autofluor 339 1.3.
Screening COc1cc(NC(=O)C2CCCCC2)c(OC)cc1NC(=O)c1ccco1 returned Hsp90 block -4, Cdc25B inh -21, HER2 expr 66K 91, DUSP1 inh 1, ROCK2 inh 7, PKA inh 8, Abs 340nm 1.1, JNK3 blocker -4 and Autofluor 339 1.2.
Screening Cc1cccc(Cn2c(CN3CCN(Cc4ccccc4)CC3)nc3c2c(=O)[nH]c(=O)n3C)c1 returned Hsp90 block -3, Cdc25B inh 0, HER2 expr 66K 124, DUSP1 inh 16, ROCK2 inh 2, PKA inh 4, Abs 340nm 1, JNK3 blocker 6 and Autofluor 339 1.1.
For COC(=O)c1ccc(Nc2cc(C)nc3ncnn23)cc1 the results were Hsp90 block 4, Cdc25B inh 2, HER2 expr 66K 105, DUSP1 inh -6, ROCK2 inh 1, PKA inh 8, Abs 340nm 1.1, JNK3 blocker -1 and Autofluor 339 1.1.
Screening CCOc1ccc(OCC)c(S(=O)(=O)N2CCCCC2C)c1 (stereo not drawn) returned Hsp90 block -2, Cdc25B inh 1, HER2 expr 66K 76, DUSP1 inh 8, ROCK2 inh -5, PKA inh -5, Abs 340nm 0.99, JNK3 blocker 3 and Autofluor 339 1.1.
Screening Cn1cccc1Cc1nnc(SCC(=O)N2CCOCC2)n1CCc1ccccc1 returned Hsp90 block -2, Cdc25B inh -12, HER2 expr 66K 90, DUSP1 inh 4, ROCK2 inh 2, PKA inh 2, Abs 340nm 1.1, JNK3 blocker 0 and Autofluor 339 1.
O=C(OCC(=O)N1CCCc2ccccc21)C1CCN(S(=O)(=O)c2cccs2)CC1 was read as Hsp90 block -4, Cdc25B inh -8, HER2 expr 66K 84, DUSP1 inh 13, ROCK2 inh 6, PKA inh 8, Abs 340nm 0.95, JNK3 blocker 7 and Autofluor 339 1.1.
`O=C(O)c1c(F)c(F)c(F)c(F)c1-c1ccc(Cl)cc1` gave Hsp90 block -2, Cdc25B inh -2, HER2 expr 66K 114, DUSP1 inh -8, ROCK2 inh 1, PKA inh 8, Abs 340nm 1, JNK3 blocker 2 and Autofluor 339 1.1.
O=S(=O)(c1ccc(N2CC=C(c3ccccc3)CC2)nc1)N1CCCC1 was read as Cdc25B inh -8, DUSP1 inh 2, PKA inh 0, Abs 340nm 1.1 and Autofluor 339 1.3.
COc1ccc(C(=O)N2CCCN(C)CC2)cc1S(=O)(=O)N1CCCc2ccccc21 was read as Hsp90 block 2, Cdc25B inh 0, HER2 expr 66K 102, DUSP1 inh -7, ROCK2 inh 5, PKA inh 3, Abs 340nm 1, JNK3 blocker 0 and Autofluor 339 1.1.
COc1cccc(C2=CC(c3ccccc3)n3ncnc3N2)c1 (stereo not drawn) was read as Hsp90 block -2, Cdc25B inh -30, HER2 expr 66K 83, DUSP1 inh -16, ROCK2 inh 1, PKA inh 2, Abs 340nm 1.1, JNK3 blocker 1 and Autofluor 339 1.6.
O=C(c1cnc(N2CCN(c3ncccn3)CC2)c2ccccc12)N1CCN(c2ccccn2)CC1 was read as Hsp90 block -3, Cdc25B inh -8, HER2 expr 66K 68, DUSP1 inh 9, ROCK2 inh 2, PKA inh 7, Abs 340nm 1.1, JNK3 blocker -6 and Autofluor 339 1.4.
c1ccc(C2COC(c3cccs3)=N2)cc1 (stereo not drawn) was read as Hsp90 block 0, Cdc25B inh -13, HER2 expr 66K 78, DUSP1 inh 21, PKA inh 6, Abs 340nm 1 and Autofluor 339 1.1.
Cn1c(Cn2c(=O)sc3ccccc32)nnc1SCC(=O)NCc1ccc2c(c1)OCO2 was read as Hsp90 block -1, Cdc25B inh -6, HER2 expr 66K 111, DUSP1 inh 14, ROCK2 inh 2, PKA inh 3, Abs 340nm 1.1, JNK3 blocker 0 and Autofluor 339 1.1.
Screening CCOC(=O)c1[nH]nc(-c2c(O)cc(C)cc2O)c1-c1csc(C)n1 returned Hsp90 block 2, Cdc25B inh -13, HER2 expr 66K 107, DUSP1 inh 9, ROCK2 inh 3, PKA inh 2, Abs 340nm 1, JNK3 blocker -1 and Autofluor 339 1.
`Cc1nn2c(nc1=O)SCC(c1ccccc1)=N2` gave Hsp90 block 0, Cdc25B inh 0, HER2 expr 66K 115, DUSP1 inh -6, PKA inh 6, Abs 340nm 1.1 and Autofluor 339 1.1.
For COc1ccc(OC)c(-c2cc(C(=O)Nc3c(C)n(C)n(-c4ccccc4)c3=O)no2)c1 the results were Hsp90 block -3, Cdc25B inh -9, HER2 expr 66K 112, DUSP1 inh 11, ROCK2 inh 4, PKA inh 11, Abs 340nm 1, JNK3 blocker 0 and Autofluor 339 1.1.
CC(=O)Nc1c(OC(C)=O)ccc2c(C)cc(=O)oc12 was read as Hsp90 block 0, Cdc25B inh -6, HER2 expr 66K 96, DUSP1 inh -4, ROCK2 inh 2, PKA inh 5, Abs 340nm 0.98, JNK3 blocker 0 and Autofluor 339 5.1*.
For CN(C)c1ccc(/C=c2\sc3n(c2=O)CCCN=3)cc1 the results were Hsp90 block -5, Cdc25B inh 0, HER2 expr 66K 106, DUSP1 inh 1, ROCK2 inh -4, PKA inh 0, Abs 340nm 1.1, JNK3 blocker -17 and Autofluor 339 1.1.
For O=C(NCc1ccco1)c1ccccc1Nc1ccc(F)cc1 the results were Hsp90 block -6, Cdc25B inh -6, HER2 expr 66K 110, DUSP1 inh 4, PKA inh -3, Abs 340nm 1 and Autofluor 339 0.99.
`CCOc1ccccc1-c1nc(-c2ccc(NC(=O)Cc3ccc(OC)cc3)cc2)no1` gave Hsp90 block -3, Cdc25B inh 6, HER2 expr 66K 56, DUSP1 inh 1, ROCK2 inh 8, PKA inh 6, Abs 340nm 1.1, JNK3 blocker 1 and Autofluor 339 1.1.
Screening O=C(NCc1ccc(F)cc1)c1cc(S(=O)(=O)N2CCOCC2)ccc1F returned Hsp90 block -2, Cdc25B inh 0, HER2 expr 66K 81, DUSP1 inh -5, ROCK2 inh 6, PKA inh 6, Abs 340nm 1.3, JNK3 blocker 6 and Autofluor 339 1.1.

Compounds above containing an aryl thioether with sulfur outside any ring (two):
Screening Cn1cccc1Cc1nnc(SCC(=O)N2CCOCC2)n1CCc1ccccc1 returned Hsp90 block -2, Cdc25B inh -12, HER2 expr 66K 90, DUSP1 inh 4, ROCK2 inh 2, PKA inh 2, Abs 340nm 1.1, JNK3 blocker 0 and Autofluor 339 1.
Cn1c(Cn2c(=O)sc3ccccc32)nnc1SCC(=O)NCc1ccc2c(c1)OCO2 was read as Hsp90 block -1, Cdc25B inh -6, HER2 expr 66K 111, DUSP1 inh 14, ROCK2 inh 2, PKA inh 3, Abs 340nm 1.1, JNK3 blocker 0 and Autofluor 339 1.1.
